Screening results: PubChem BioAssay, National Center for Advancing Translational Sciences (NCATS)
USP2a block = USP2a (human) protease inhibition; O75604; USP2 core, Ub-CHOP2 coupled fluorogenic reporter, 485/531; Potency, µM (series often up to 38.3 µM), for the others: at the top dose activity change, negative = inhibition, most hits filed as inhibitors; hit rate 0.01% among 330,000; AID 463254;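 note: potency is the fitted concentration of half-maximal effect; plate controls were DMSO wells for no effect and full inhibition by NEM control for full effect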
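USP2 core (10nM final) preincubated 30min RT with compound in 20mM Tris-HCl pH 8.0, 2mM CaCl2, 2mM beta-mercaptoethanol, 0.05% CHAPS; 25nM Ub-CHOP2 plus 25nM reporter substrate added, fluorescence (Ex485/Em531) read after 60min.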
ELG1 repair inh = inhibitors of ELG1-dependent DNA repair in HEK293T cells; HEK293T ELG1-luciferase reporter, luminescence, 16 h; DNA damage induced by 5-fluorouridine; Potency, µM (top dose mostly 46.1 µM), for inactives: top-dose activity change, negative = inhibition, actives largely listed as inhibitors; hit rate 2.3% among 330,000; note: potency is the fitted concentration of half-maximal effect; % is set by controls: 0 for no effect and ±100 for the full control effect; nearly all actives have a fitted effect of over 55% in size
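Cells (2,000 per well) received 5-fluorouridine plus test compound or DMSO and were incubated 16 hr at 37 °C, 5% CO2. Luciferase activity was read by luminescence 30 min after ONE-Glo addition; signal suppression marked inhibition of damage-induced ELG1 function.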
BCR signal inh = blocks chronic active B-cell receptor signaling; hit rate 0.05% among 340,000; Potency, µM (titrated, usually from 46.1 µM), for inactives: at the highest dose ratio change, negative = lower green/red ratio, most hits filed as inhibitors; ABC-DLBCL IkBa-CBG/CBR reporter, luminescence ratio, 4 h; active = well fitted inhibition curve with a large enough effect in the signal ratio, with a control signal flat, not every such curve was filed as active; inconclusive = small, poorly fitted or top-dose-only effect, or effect the other way, or a change in a side signal; the % refers to the signal ratio;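 note: potency is the fitted concentration of half-maximal effect; plate controls were basal doxycycline-induced cells for no effect and cells given 10 µM MG132 for full effect; MG132 reads +100%, hits lower the ratio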
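Concentration-response series (up to 46 uM) were applied to TMD8 dual-reporter cells for 4 h at 37C with doxycycline. Green/red ratio, after filter-overlap correction, defined %Activity; red signal alone was normalised to basal cells and zero luminescence.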
TSHR antagonist = human thyrotropin receptor antagonism | AID 504810 | hit rate 0.2% among 330,000 | P16473 | activity change, negative = inhibition, % at 11.5 µM | TSHR-expressing cells, TSH-stimulated cAMP HTRF, 2 h; active compounds read low;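 active = activity change below a set negative limit, meaning inhibition stronger than a set level, cut at about -70% in these data; inconclusive = activity change between two set negative limits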; note: % is set by controls: 0 for no effect and ±100 for the full control effect
Target sequence (P16473 whole entry, looked up): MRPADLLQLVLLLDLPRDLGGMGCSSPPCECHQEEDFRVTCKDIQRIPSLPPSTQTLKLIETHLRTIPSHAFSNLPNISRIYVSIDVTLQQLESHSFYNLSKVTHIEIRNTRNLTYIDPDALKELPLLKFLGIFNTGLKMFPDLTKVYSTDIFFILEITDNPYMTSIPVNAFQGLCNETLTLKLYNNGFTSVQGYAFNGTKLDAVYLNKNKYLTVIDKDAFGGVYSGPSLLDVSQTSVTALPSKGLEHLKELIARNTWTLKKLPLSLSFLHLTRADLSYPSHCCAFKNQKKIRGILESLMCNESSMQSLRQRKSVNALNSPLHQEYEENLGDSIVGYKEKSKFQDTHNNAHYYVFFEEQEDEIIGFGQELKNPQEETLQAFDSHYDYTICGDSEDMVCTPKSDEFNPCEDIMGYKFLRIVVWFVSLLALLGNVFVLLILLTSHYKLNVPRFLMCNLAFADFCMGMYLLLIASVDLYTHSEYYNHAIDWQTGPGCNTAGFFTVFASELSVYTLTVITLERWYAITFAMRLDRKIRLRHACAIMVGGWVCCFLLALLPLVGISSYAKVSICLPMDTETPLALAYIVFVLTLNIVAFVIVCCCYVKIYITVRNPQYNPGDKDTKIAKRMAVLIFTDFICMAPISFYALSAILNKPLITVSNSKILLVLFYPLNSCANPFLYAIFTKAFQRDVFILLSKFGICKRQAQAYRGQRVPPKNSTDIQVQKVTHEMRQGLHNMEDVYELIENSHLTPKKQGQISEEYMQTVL
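TSHR-expressing cells were treated with compounds, then stimulated with TSH at EC80 (4nM final) for 2 hours at 37 deg C. Cellular cAMP was measured by HTRF competition between lysate cAMP and cAMP-d2 for a cryptate-labelled anti-cAMP antibody.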
uPA generation = cell surface uPA generation inhibition; cell surface uPA generation assay, qHTS; Potency, µM (top dose mostly 38.3 µM), for the others: at the top dose activity change, negative = inhibition, most hits filed as inhibitors; hit rate 0.31% among 330,000; active = well fitted inhibition curve with a large enough effect; inconclusive = small, poorly fitted or top-dose-only effect; inactive = no such curve, though single readings can be large or run the other way; tested in mouse RAW 264.7 cells; note: potency is the fitted concentration of half-maximal effect; % is set by controls: 0 for no effect and ±100 for the full control effect; nearly all actives have a fitted effect of over 55% in size
TCR act = T cell receptor activation | Potency, µM (top dose mostly 9.22 µM), for inactives: at the highest dose activation of IL-2 secretion, hits mostly activators | primary human leukocytes, anti-CD3, IL-2 HTRF, 48 h | 330,000 tested, under 10 active; note: % of control where 0% means no effect
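Activity was scored as IL-2 release from primary human leukocytes given only a TCR signal (a-CD3 beads) plus compound for 48 hr. Detection used a two-antibody HTRF format read at 665nm.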
B2AR arrestin = agonists driving beta-arrestin recruitment to human beta2-adrenergic receptor | beta-arrestin recruitment to beta2AR, cell-based reporter | Potency, µM (series often up to 46.1 µM), without a hit: at the highest dose activation, hits mostly activators | AID 492947 | hit rate 0.02% among 330,000;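 note: potency is the fitted concentration of half-maximal effect; 0% = DMSO controls and full agonism = EC100 isoproterenol or metaproterenol; nearly all actives have a fitted effect of over 65% in size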
Mito fusion act = blocks mitochondrial division or promotes mitochondrial fusion; S. cerevisiae fusion-defective mutant growth rescue, CellTiterGlo 48 h; Potency, µM (titrated, usually from 46.1 µM), for the others: at the highest dose growth rescue (activation), actives largely listed as activators; hit rate 0.23% among 320,000;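 note: potency is the fitted concentration of half-maximal effect; % of control where 0% means no effect; nearly all actives have a fitted effect of over 45% in size; temperature-sensitive fusion mutants such as fzo1-1 at 37 °C on non-fermentable ethanol glycerol medium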
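Temperature-sensitive fusion-defective S. cerevisiae (e.g. fzo1-1, mgm1-5) were grown with compound in YPEG medium (3% ethanol, 3% glycerol) for 48 hours at 37C. Growth rescue was measured as viability by CellTiterGlo luminescence after 10 minutes at ambient.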
Tb PFK inh = blocks T. brucei phosphofructokinase; hit rate 0.17% among 330,000; T. brucei PFK, ADP-Glo luminescence; Potency, µM (top dose mostly 57.5 µM), inactives show top-dose activity, negative = inhibition, hits mostly inhibitors; AID 485367;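 note: potency is the fitted concentration of half-maximal effect; 0% = uninhibited 1x PFK enzyme wells and -100% = no-enzyme wells; nearly all actives have a fitted effect of over 60% in size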
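Compounds were pin-transferred as a titration series up to 57 uM into substrate buffer (0.5 mM F6P, 0.1 mM ATP, pH 8.0), then 1.25 nM PFK was added and reactions ran 45 min before ADP-Glo detection.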
PTAP TSG101 blk = blocks PTAP/TSG101 interaction to inhibit HIV-1 budding | Q99816 | Fluorescence polarization, FITC-PTAP peptide / Tsg101 binding | Potency, µM (titrated, usually from 115 µM), for inactives: at the highest dose activity change, negative = inhibition, most hits filed as inhibitors | 340,000 tested, under 10 active; active = well fitted inhibition curve with a large enough effect in the main read-out, with a control signal flat, not every such curve was filed as active; inconclusive = small, poorly fitted or top-dose-only effect, or effect the other way, or a change in a side signal; inactive = no such curve, though single readings can be large or run the other way; note: potency is the fitted concentration of half-maximal effect; % of control where 0% means no effect
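Compounds were pin-transferred onto Tsg101 binding domain (10 uM final) in HEPES pH 7.5 buffer, then FITC-PTAP peptide was added at 50 nM final. After 20 min at RT, polarization reported peptide displacement across a qHTS concentration series.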
Eya2 inh = inhibitors of human Eya2 phosphatase activity | O00167 | recombinant Eya2, OMFP fluorescence dephosphorylation (OMFP is methylfluorescein phosphate) | hit rate 0.006% among 330,000 | AID 488837 | Potency, µM (top dose mostly 76.9 µM), for the others: top-dose activity, negative = inhibition, actives largely listed as inhibitors; note: potency is the fitted concentration of half-maximal effect; % is set by controls: 0 for no effect and ±100 for the full control effect
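Eya2 protein (added as 0.2 uM solution) was preincubated with compound for 10 min at ambient temperature in 50 mM HEPES pH 7.5, 50 mM NaCl, 5 uM MgCl2, 0.05% BSA, 1 mM DTT. OMFP (added at 50 uM) then reacted 10 min; fluorescence read at 485/525 nm.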
An asterisk follows results filed as active; ? = inconclusive; . = no result given; [ ] = dose if it differs, or a comment. Unless noted, calls come from the whole dose curve; as a rule, active = well fitted curve in the direction sought with a large enough effect; inconclusive = small, poorly fitted or top-dose-only effect, or another doubt; inactive = no such curve, though single readings can be large; an effect the other way counts as inactive or inconclusive.

structure	USP2a block	ELG1 repair inh	BCR signal inh	TSHR antagonist	uPA generation	TCR act	B2AR arrestin	Mito fusion act	Tb PFK inh	PTAP TSG101 blk	Eya2 inh
Cc1onc(-c2c(F)cccc2Cl)c1C(=O)OCN1C(=O)c2ccccc2C1=O	-1%	7%	2%	-4	0%	-2%	0.3%	-1%	-2%	1%	3%
CCN(CC)CCCNc1ncnc2scc(-c3ccc(F)cc3)c12	2%	9%	-1%	-10	-6%	.	0.2%	-6%	0%	-2%	15%
Cc1ccc(NC(=O)C2CC2c2ccccc2)c([N+](=O)[O-])c1 (stereo unspecified)	2%	?	?	-4	0%	6%	-0.3%	7%	1%	-2%	-17%
O=C(COC(=O)CNC(=O)C1CCCCC1)NCc1ccc(Cl)cc1	-6%	?	0%	17	-1%	0%	-0.1%	.	-1%	0%	-24%
CCc1ccc(NC(=O)CSc2nnc(Cn3c(=O)sc4ccccc43)n2C)cc1	1%	-4%	1%	-8	-3%	-2%[46.1 µM]	-0.5%	2%	-1%	0%	-4%
COc1ccc(S(=O)(=O)NCc2ccccc2Cl)cc1OC	0%	-1%	?	19	2%	-1%	0.0%	0%	1%	-5%	2%
COC(=O)c1ccc(Cl)c(NC(=O)NC23CC4CC(CC(C4)C2)C3)c1	-19%	21µM*	-1%	-14	-8%	6%	-0.3%	-2%	-3%	-7%	-3%
Cc1ccc(C)c(C(C)NC(=O)C2CC=CCC2C(=O)O)c1 (stereo unspecified)	1%	21%	-6%	2	-11%	1%	0.1%	3%	-2%	-1%	16%
CC1(c2ccccc2)NC(=O)N(CC(=O)Nc2cc(Cl)ccc2N2CCOCC2)C1=O (stereo unspecified)	1%	-10%	-10%	1	2%	-1%	5.7%	-3%	2%	-2%	-6%
CN1CCN(c2nc(-c3ccncc3)nc3ccccc23)CC1	2%	-16%	0%	0	-14%	9%	0.0%	-7%	19%	-4%	1%
O=C(NC1CCCCCC1)C1CCN(C(=O)c2cccc(Cl)c2)CC1	0%	-7%	-1%	-5	-3%	-5%	0.4%	3%	0%	-8%	17%
CC12COC3(C(=O)Nc4ccc5ccccc5c4)CC1CCC32C (stereo unspecified)	1%	?	2%	-2	-4%	.	0.5%	14%	0%	1%	-7%
CN1CCN(CCc2nc3cc(NC(=O)COc4ccccc4)ccc3n2C)CC1	-6%	-7%	1%	-1	0%	1%	0.0%	0%	-1%	-3%	-3%
Cc1cc2c(cc1S(=O)(=O)C(C)CC(=O)NCc1ccco1)OCC(=O)N2 (stereo unspecified)	3%	9%	1%	13	5%	-1%	-0.1%	-2%	-7%	0%	-24%
C(#CC1CCCCC1)c1ccc2c(c1)COc1c3ccccc3nn1-2	-1%	?	-2%	0	6%	4%	-0.5%	6%	1%	-1%	-7%
CC(C)c1ccc(NC(=S)NN2C(C)CCCC2C)cc1 (stereo unspecified)	-1%	-7%	-1%	10	0%	0%	0.4%	0%	-2%	-7%	-16%
CCc1ccc2[nH]c(=O)c(C(c3nnnn3Cc3ccccc3)N3CCOCC3)cc2c1 (stereo unspecified)	-1%	-26%	-3%	7	4%	-2%	-0.2%	0%	2%	-3%	-1%
C[C@H](NS(=O)(=O)c1ccc(F)cc1)C(=O)OCC(=O)c1c(N)n(C)c(=O)n(C)c1=O	-1%	5%	1%	5	1%	-1%	-0.9%	.	3%	-1%	-11%
O=C(CCc1ccccc1)NNC(=S)NCCc1ccccc1	1%	7%	-6%	4	-6%	-5%	0.0%	-11%	3%	-4%	0%
O=C(CN1CCN(Cc2ccccc2)CC1)Nc1ccccc1-c1ccccc1	-9%	?	-6%	-14	7%	4%	-0.3%	-7%	-3%	0%	-14%
COc1cc(NC(=O)CNC(=O)Cn2c(C)cc3ccccc3c2=O)cc(OC)c1OC	4%	-10%	3%	4	-3%	-2%	-0.1%	-8%	-1%	-8%	-6%
O=C1CN(C(=O)COC(=O)c2cnc(Cl)c(Cl)c2)c2ccccc2N1	-1%	?	10%	17	-14%	1%	0.0%	-7%	-6%	0%	-12%
COc1c(C)cc(C(=O)C2CCCN(C(=O)c3cc(C)on3)C2)cc1C (stereo unspecified)	1%	?	0%	-10	1%	-3%	0.0%	2%	1%	-2%	3%
CCOC(=O)C1=NOC2C3CC(C12)C1C(=O)N(CCc2ccc(OC)c(OC)c2)C(=O)C31 (stereo unspecified)	-25%	-1%	-1%	0	-11%	-10%	-0.5%	-1%	-3%	0%	-5%
COC(=O)C1(Cc2ccc(O)c(CC3OC3(C)C)c2)OC(=O)C(O)=C1c1ccc(O)cc1 (stereo unspecified)	-3%	27%	-5%	15	4%	-45%	0.5%	19%	-5%	-2%	23%
[O-]/C(=C(\C(=S)Nc1ccc(SC(F)F)cc1)[n+]1cccc(CO)c1)c1ccc(Cl)s1	5%	16%	-1%	-10	2%	2%	-0.1%	2%	2%	-1%	1%
O=C(CN1C(=O)/C(=C/c2ccccc2F)Sc2ccccc21)N1CCN(c2ccccn2)CC1	2%	-20%	-8%	-15	12%	1%	0.5%	-14%	-1%	-4%	-6%
CCc1noc(C)c1C(=O)NCCc1ccc(Cl)cc1	3%	8%	-10%	-6	0%	1%	0.3%	3%	-1%	-7%	3%
COc1cccc(-c2nnn(CCc3nn[nH]n3)n2)c1	2%	16%	-18%	31	-3%	-11%[46.1 µM]	-0.2%	-3%	-2%	-4%	1%
COc1cc(-c2noc(CCC(=O)Nc3cccnc3)n2)cc(OC)c1OC	-3%	?	?	-6	1%	-3%	-4.0%	0%	-3%	1%	1%
CCOC(=O)c1cc(-c2ccc(C)c([N+](=O)[O-])c2)nc2c1c(=O)n(C)c(=O)n2C	3%	?	4%	-8	.	.	-0.2%	5%	1%	.	6%
CNC(=O)CS(=O)(=O)CC(=O)Nc1cc(OC(C)C)c(Cl)cc1Cl	0%	4%	7%	7	0%	4%	-0.7%	2%	3%	-3%	7%
CSc1ccc(C(c2c(C)[nH][nH]c2=O)c2c(C)[nH][nH]c2=O)cc1	0%	-2%	?	34	-1%	0%	1.0%	-16%	15µM*	-6%	10%
CNC(=S)Nc1cc2oc3ccccc3c2cc1OC	1%	?	?	2	1%	-2%	-0.6%	-11%	1%	-6%	11%
O=C(CN1CCOCC1)N/N=C/c1cc2ccccc2nc1Cl	3%	4%	?	-1	1%	4%	0.3%	2%	-7%	-5%	-1%
COc1ccc(CCNC(=O)CCC(=O)N2CC(C)Oc3ccc(Cl)cc32)cc1OC (stereo unspecified)	0%	12%	-20%	4	-1%	-7%	0.2%	0%	0%	-4%	11%
COC(=O)Nc1ccc(C)cc1NC(=O)OC	-9%	1%	13%	7	-2%	-25%	0.0%	-3%	-12%	-2%	18%
Cc1nn(-c2ccc(F)cc2)c(Cl)c1/C=N/NC(=O)c1ccc(O)cc1	-1%	-6%	?	-15	2%	-3%	0.5%	10%	-1%	-1%	-1%
CCCNS(=O)(=O)c1ccc(OCC(=O)Nc2ccccc2F)cc1	3%	9%	-9%	-6	8%	-7%[46.1 µM]	0.0%	-9%	0%	-7%	-6%
CN(C)C(=O)CSc1nnc2sc3ccccc3n12	2%	?	4%	9	1%	-5%	0.3%	-1%	3%	-6%	26%
Cc1ccc(CN2CCNC(=O)C2CC(=O)NCCCn2ncc3ccccc32)o1 (stereo unspecified)	1%	29%	13%	4	2%	1%	-0.9%	2%	0%	-8%	-2%
O=C(O)CCS(=O)(=O)Cc1cccc(Cl)c1	0%	2%	3%	-1	.	.	-0.1%	0%	2%	-1%	-15%

Random draw from the library (roughly 3% active in at least one column).
